Screening results (PubChem)
D1 PAM: human D1 dopamine receptor positive modulation; HEK293 TREx D1 cells, calcium flux, dopamine EC20 potentiation; actives 0.036% (n = 360,000); P21728; AID 504651; potentiation, % at 10 µM; in the data active = potentiation above about 30%; note: 0% is about no effect
RXFP1 agonist: activates the human relaxin receptor RXFP1; Q9HBX9; HEK293T-RXFP1 cAMP TR-FRET, 30 min; response scale: percent of porcine relaxin response, buffer zero; Potency, µM (top dose mostly 57.5 µM), inactives show at the highest dose activation, hits mostly activators; actives 0.3% (n = 370,000); note: potency is the fitted concentration of half-maximal effect; % is set by controls: 0 for no effect and ±100 for the full control effect; nearly all actives have a fitted effect of over 60% in size; many of its hits are not listed in these tables
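Agonist response is measured as cAMP accumulation in an RXFP1-transfected HEK293T line under PDE4 inhibition. Values are scaled between buffer-only and 29 nM porcine relaxin, and EC50s come from standard Hill equation fits.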
Apoferritin bind: candidate novel general anesthetic via apoferritin binding. P02791. apoferritin/1-aminoanthracene competitive binding, fluorescence. Potency, µM (doses to about 77.5 µM), inactives show at the highest dose activity change, negative = displacement, usual class: inhibitors. actives 0.074% (n = 350,000); note: potency is the fitted concentration of half-maximal effect; % is set by controls: 0 for no effect and ±100 for the full control effect; nearly all actives have a fitted effect of over 20% in size
Target sequence (P02791 2-175 limits assumed): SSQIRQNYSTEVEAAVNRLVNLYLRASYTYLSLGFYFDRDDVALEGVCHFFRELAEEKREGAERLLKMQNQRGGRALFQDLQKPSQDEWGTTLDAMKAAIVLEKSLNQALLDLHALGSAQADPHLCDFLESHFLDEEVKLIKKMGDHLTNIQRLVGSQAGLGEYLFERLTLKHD
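Horse-spleen apoferritin (10 uM) in 50% saturated 1-aminoanthracene in PBS was incubated 10 min at room temperature with compound. Fluorescence (ex 380, em 535 nm) was normalized to free and bound 1-AMA, with concentration-response fitted by a four-parameter Hill equation.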
D1 agonist: activates the human D1 dopamine receptor. P21728. HEK293 T-REx D1 cells, calcium flux, agonist mode. activation, % at 2 µM. actives 1% (n = 360,000). AID 504660; in the data active = activation above about 30%; note: 0% is about no effect
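Tetracycline-induced HEK293 TREx D1 cells, force-coupled to calcium signalling, were dye-loaded with a no-wash calcium kit. Compound was pin-added after a 10 s baseline. Fluorescence was read kinetically at 1 cycle/s for 180 s, with calcium rises flagged as agonism.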
RXFP1 antagonist: blocks the human relaxin receptor RXFP1; HEK293-RXFP1, relaxin-stimulated cAMP HTRF, 30 min; hits give low values; activity change, negative = inhibition, % at 57.5 µM; actives 0.59% (n = 350,000); AID 1259400;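 active = activity change of -60% or lower, but not beyond a set lower limit; inconclusive = change between -60% and -40%, or beyond the set limit; inactive = change above -40%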; note: % is set by controls: 0 for no effect and ±100 for the full control effect
TRHR ag: activates the human TRH receptor. P34981. TRHR cells, calcium flux fluo-8, FDSS agonist mode. activation, % at 2 µM. actives 0.18% (n = 360,000). AID 493084; in the data active = activation above about 30%; note: 0% is about no effect
Target sequence (P34981 whole entry, looked up): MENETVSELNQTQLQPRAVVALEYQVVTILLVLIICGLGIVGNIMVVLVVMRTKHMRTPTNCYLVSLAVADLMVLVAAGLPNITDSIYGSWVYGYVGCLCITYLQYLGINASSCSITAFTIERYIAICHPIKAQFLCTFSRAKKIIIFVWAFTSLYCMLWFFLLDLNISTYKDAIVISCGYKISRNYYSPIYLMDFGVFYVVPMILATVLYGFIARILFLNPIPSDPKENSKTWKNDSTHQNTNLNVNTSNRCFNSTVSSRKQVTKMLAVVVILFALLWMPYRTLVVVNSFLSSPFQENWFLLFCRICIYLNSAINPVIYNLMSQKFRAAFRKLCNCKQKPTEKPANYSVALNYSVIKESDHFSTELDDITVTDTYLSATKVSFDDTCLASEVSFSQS
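TRHR-expressing cells, plated overnight in medium with 10% serum, were loaded with fluo-8 calcium dye at room temperature. After a 10 s baseline, library compound was pin-added and calcium release was recorded kinetically (ex 480/em 530) as agonist response.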
TRHR enhancer: allosterically enhances the human TRH receptor; TRHR cells, fluo-8 calcium fluorescence, EC20 TRH enhancement; enhancement, % at 2 µM; P34981; actives 0.66% (n = 360,000); AID 493056; in the data active = enhancement above about 30%; note: 0% is about no effect
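Enhancer read-out: after compound pinning and an initial kinetic agonist-mode read, an EC20 of TRH (10 nM final) was injected and fluo-8 calcium signal (Ex 480/Em 530) followed at 1 s/cycle for 100 cycles in TRHR-expressing cells.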
D2 potentiator: D2 dopamine receptor (human) potentiation | P14416 | AID 485347 | actives 0.34% (n = 340,000) | potentiation, % at 10 µM | HEK293 T-REx D2, calcium flux, EC20 dopamine potentiation;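 active = potentiation over 3 SD above the plate norm, cut at about 30% in these data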; note: 0% is about no effect
Target sequence (P14416 whole entry, looked up): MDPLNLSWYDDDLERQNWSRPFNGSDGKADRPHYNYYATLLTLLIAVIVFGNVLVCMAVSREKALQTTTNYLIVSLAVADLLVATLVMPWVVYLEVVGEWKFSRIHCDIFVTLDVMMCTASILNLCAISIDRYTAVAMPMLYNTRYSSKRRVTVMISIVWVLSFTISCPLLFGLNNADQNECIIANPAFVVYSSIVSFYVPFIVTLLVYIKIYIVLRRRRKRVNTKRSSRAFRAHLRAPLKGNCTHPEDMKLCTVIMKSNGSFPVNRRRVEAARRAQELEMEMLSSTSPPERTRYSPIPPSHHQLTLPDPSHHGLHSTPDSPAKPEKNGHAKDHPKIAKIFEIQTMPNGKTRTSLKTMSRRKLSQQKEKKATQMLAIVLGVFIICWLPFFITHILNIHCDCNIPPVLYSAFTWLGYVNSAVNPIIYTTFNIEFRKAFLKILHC
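Tetracycline-induced HEK293 T-REx cells force-coupled to calcium signalling expressed D2; compounds were pin-added after a 10 s baseline, read kinetically 180 s, then an EC20 dopamine challenge followed with a further 180 s calcium read.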
D1 antag: blocks dopamine activation of the human D1 receptor | HEK293 TREx D1 cells, calcium flux, dopamine EC80; hits give low values | P21728 | actives 3.2% (n = 360,000) | activity change, negative = inhibition, % at 10 µM; in the data active = activity change below about -30%; note: % is set by controls: 0 for no effect and ±100 for the full control effect
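Tetracycline-induced HEK293 Trex D1 cells, force-coupled to calcium, dye-loaded; compounds added and read 180 s, then EC80 dopamine added and calcium flux tracked kinetically another 180 s.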
Starred values were filed as active, the others as inactive; ? = inconclusive; . = not tested or not shown; & = joins results of further samples; ! = not active in a repeat; [ ] = another dose, or the depositor's remark. Unless noted, calls come from the whole dose curve; as a rule, active = well fitted curve in the direction sought with a large enough effect; inconclusive = small, poorly fitted or top-dose-only effect, or another doubt; inactive = no such curve, though single readings can be large; an effect the other way counts as inactive or inconclusive. An excerpt. The share of hits here may be higher or lower than overall.

1. c1ccc(-c2cc(-c3nn4c(-c5ccco5)nnc4s3)c3ccccc3n2)cc1
2. Cc1cccc(CS(=O)(=O)c2ncc(Cl)c(C(=O)NCc3ccccc3)n2)c1
3. Cc1nnc(N2C(=O)c3oc4ccccc4c(=O)c3C2c2ccc(C(C)(C)C)cc2)s1 (stereo unspecified)
4. CCOC(=O)C(=O)N(CC)C1CCS(=O)(=O)C1 (stereo unspecified)
5. S=C(NCc1ccccn1)Nc1ccc(Cl)c(Cl)c1
Compound	1	2	3	4	5
D1 PAM	-6.1	-6.5&-3.8	-0.4	-3.1	-7.8
RXFP1 agonist	2.5%	-0.8%&4.0%	-1.1%	1.2%	0.0%
Apoferritin bind	-14.1%	?	-0.9%	4.8%	-12.6%
D1 agonist	3.6	2.1&3.3	2.5	4.3	23.4
RXFP1 antagonist	16.0	-62.2*!	-7.6	-7.2	-3.0
TRHR ag	-1.5	-1.2&-1.1	-1.1	0.9	-0.1
TRHR enhancer	-6.0	-13.9&-14.0	13.4	-0.5	1.6
D2 potentiator	.	0.4	11.4	-10.5	5.2
D1 antag	26.1	-32.5*	6.2	1.4	-21.6

6. CCSC(=S)Nc1c(C)n(C)n(-c2ccccc2)c1=O
7. CCN(CC)c1ccc(/C=N/NC(=O)CCC(=O)NCc2ccccc2)c(O)c1
8. CCCCCOP(=O)(c1ccccc1)c1ccccc1
9. CC(C)CC1c2[nH]c3ccccc3c2CCN1CCCn1cccn1 (stereo unspecified)
10. COc1cc(SC)ccc1C(=O)Nc1ccccn1
Compound	6	7	8	9	10
D1 PAM	1.0	-0.9	-5.8	-0.5	-0.7
RXFP1 agonist	2.1%	1.2%	4.2%	-1.3%	-0.6%
Apoferritin bind	-4.2%	-4.7%	-8.4%	8.4%	9.3%
D1 agonist	0.9	-1.1	15.7	-0.3	1.1
RXFP1 antagonist	-11.3	19.3	1.1	-3.8	-6.1
TRHR ag	-0.3	-0.7	0.7	0.5	0.0
TRHR enhancer	-2.2	0.0	-0.3	0.8	7.8
D2 potentiator	1.9	2.4	-2.6	-3.3	-1.6
D1 antag	-0.6	3.3	0.9	-4.2	-8.3

11. O=C(CC(=O)c1ccccc1)Nc1ccccn1
12. O=c1oc2cc(O)ccc2c2oc3cc(O)ccc3c12
13. O=C(c1ccc(Br)o1)N1CCN(c2ccc3nnc(-c4ccccc4)n3n2)CC1
14. Cc1ccc(N(C(=O)c2csnn2)C(C(=O)NC(C)(C)C)c2cccnc2)cc1 (stereo unspecified)
15. CCCCNC(=S)NNC(=O)c1ccc(Br)o1
Compound	11	12	13	14	15
D1 PAM	0.7	1.1	2.4	-1.4	-2.6
RXFP1 agonist	4.7%	9.6%	3.9%	0.0%	3.1%
Apoferritin bind	-14.5%	219.2%[activator]	0.1%	-6.1%	-3.0%
D1 agonist	1.9	0.8	-2.8	0.4	4.8
RXFP1 antagonist	-5.4	.	.	-1.7	5.3
TRHR ag	-2.8	-0.3	-0.4	0.0	0.2
TRHR enhancer	-0.1	-0.7	2.4	-1.7	-0.5
D2 potentiator	-11.2	.	-2.5	3.9	-6.1
D1 antag	0.5	0.2	-11.4	-11.1	-0.8

16. O=C(Nc1ccccc1F)c1ccc(-n2cncn2)nc1
17. O=C(C#Cc1ccccc1)Nc1ccc(F)cc1
18. O=C(Oc1ccc(-c2cnc3ccccc3n2)cc1)c1ccc(Cl)c([N+](=O)[O-])c1
19. Cc1ccc(NS(=O)(=O)c2ccc(NC(=O)N3CCCC3)cc2)cc1C
20. CN(C)CCCSc1nc(-c2ccccc2)nc2c1CCC2
Compound	16	17	18	19	20
D1 PAM	4.6	-7.6	1.2	-1.7	-2.8
RXFP1 agonist	-1.3%	0.5%	0.2%	0.3%	-0.1%
Apoferritin bind	-3.2%	-1.3%	-3.0%	-0.4%	-11.8%
D1 agonist	2.3	-4.6	0.4	5.2	9.6
RXFP1 antagonist	.	-7.3	-9.1	-1.2	-20.0
TRHR ag	0.5	-0.8	0.9	0.1	0.0
TRHR enhancer	-1.4	-1.8	-3.6	0.4	-1.4
D2 potentiator	3.8	-19.0	12.0	0.1	-19.4
D1 antag	1.1	-7.4	12.7	-10.6	-9.1

D1 antag: entries above that show a hit.
cpd	smiles	D1 PAM	RXFP1 agonist	D1 agonist	RXFP1 antagonist	TRHR ag	TRHR enhancer	D2 potentiator	D1 antag
2	Cc1cccc(CS(=O)(=O)c2ncc(Cl)c(C(=O)NCc3ccccc3)n2)c1	-6.5&-3.8	-0.8%&4.0%	2.1&3.3	-62.2*!	-1.2&-1.1	-13.9&-14.0	0.4	-32.5*

New compounds follow.
21. Cc1ccccc1OC(C)C(=O)Nc1ccc(S(=O)(=O)N2CCCC2)cc1 (stereo unspecified)
22. Cc1ccc(S(C)(=O)=O)cc1C(=O)Nc1cccc(S(=O)(=O)N2CCCCCC2)c1
23. c1cc2c(cc1C1=NNC(=NC3CC3)SC1)OCCO2
24. CC(C)OCCCNC(=O)CNC(=O)c1cccs1
25. O=C(NNS(=O)(=O)c1ccc(F)cc1F)c1csc(-c2cccnc2)n1
Compound	21	22	23	24	25
D1 PAM	-0.8	-0.4	2.2	1.1	5.6
RXFP1 agonist	0.8%	-0.3%	5.9%	2.7%	-2.5%
Apoferritin bind	-18.0%	.	?	-7.1%	8.5%
D1 agonist	12.2	-0.1	0.6	2.7	1.9
RXFP1 antagonist	-12.2	-3.1	7.2	2.0	-3.8
TRHR ag	0.9	-0.1	-0.1	0.5	-4.1
TRHR enhancer	7.4	-6.5	1.1	23.6	6.6
D2 potentiator	6.1	.	1.7	12.7	3.5
D1 antag	1.4	-8.6	-19.0	-3.6	5.2

26. COC(=O)c1c(NC(C)=O)sc(C)c1C
27. CC1(C)CC(=O)c2sc(N)nc2C1
28. CSCCC(=O)N1CCC(n2nccc2NC(=O)c2ccc3c(c2)OCO3)CC1
29. Cc1ccc(S(=O)(=O)N2CCCCC2)cc1NC(=O)Cn1c(=O)cnc2ccccc21
30. Cc1ccc(C)c2sc(N3CCN(C(=O)c4ccco4)CC3)nc12
Compound	26	27	28	29	30
D1 PAM	1.5	0.5	-3.1	-4.5	-2.3
RXFP1 agonist	2.1%	0.7%	2.6%	6.3%	1.9%
Apoferritin bind	-9.8%	-10.3%	-6.6%	-11.9%	-6.7%
D1 agonist	3.8	0.7	2.3	0.5	10.2
RXFP1 antagonist	2.0	-6.7	-1.9	12.7	.
TRHR ag	-0.1	-0.3	-0.1	-0.7	-0.1
TRHR enhancer	-0.9	1.7	-6.0	2.3	7.9
D2 potentiator	-6.2	-1.3	5.5	3.5	19.7
D1 antag	-1.1	-1.7	4.5	4.5	.

31. Cc1ccc(NC(=O)Nc2sc3nc4n(c(=O)c3c2C)CCC(C)CC4)c(Cl)c1 (stereo unspecified)
32. CC(=O)c1ccc(S(=O)(=O)NCCC(=O)OC(C)C(=O)Nc2ccc(F)cc2)cc1 (stereo unspecified)
33. CS(=O)(=O)N(Cc1ccccc1F)c1ccccc1
34. Cc1cc(C(=O)COC(=O)CCCN2C(=O)c3ccccc3C2=O)c(C)n1C
35. CCOc1ccc(CCNC(=O)CCCc2nnc3n(CC)c(=O)c4sccc4n23)cc1OCC
Compound	31	32	33	34	35
D1 PAM	-4.3	-5.4	-8.4	-1.3	-0.9
RXFP1 agonist	2.2%	0.6%	-1.6%	0.7%	6.6%
Apoferritin bind	?	.	-10.7%	?	-5.6%
D1 agonist	1.1	2.6	1.5	-0.2	1.1
RXFP1 antagonist	-6.1	6.9	-6.9	-5.9	-21.1
TRHR ag	-0.6	-0.3	-0.4	0.0	-0.1
TRHR enhancer	9.1	5.7	4.7	4.1	-1.2
D2 potentiator	3.3	-9.8	4.1	0.1	-1.5
D1 antag	10.9	18.6	3.1	15.0	-13.5

36. CCC(C)NC(=O)CSc1nc2ccccc2c(=O)n1-c1c(C)n(C)n(-c2ccccc2)c1=O (stereo unspecified)
37. CC(C)c1nc2sc3c(=O)[nH]c(=S)[nH]c3c2c2c1CCC2
38. COc1cccc(-n2c(SCC(=O)c3ccc(Cl)cc3)nc3c([nH]c4ccccc43)c2=O)c1
39. CCOC(=O)NC(=S)c1ccc[nH]1
40. Oc1ccc(/C=N/NC(=S)Nc2cccnc2)c(O)c1
Compound	36	37	38	39	40
D1 PAM	-9.0	-7.9	-0.7	-1.2	-1.3
RXFP1 agonist	3.7%	25.2%	-0.5%	-0.8%	-0.2%
Apoferritin bind	-6.0%	4.1%	4.0%	0.9%	-8.9%
D1 agonist	2.6	2.8	2.3	5.4	1.0
RXFP1 antagonist	4.3	.	.	-28.7	-15.1
TRHR ag	1.7	-0.7	1.0	0.2	0.4
TRHR enhancer	1.3	3.5	1.3	1.5	-23.7
D2 potentiator	-0.3	8.1	11.7	2.9	5.3
D1 antag	6.1	-19.4	-0.3	2.8	20.6

41. CCN(CC(=O)Nc1ccccc1OC)CC(=O)Nc1ccccc1-c1ccccc1
42. COc1ccc(S(=O)(=O)N(C)CC(=O)N2CCCCCC2)cc1OC
43. N#CCCN(C(=O)CSc1ccc2c(c1)OCCO2)c1ccccc1
44. O=C(/C=C/c1cccc(Cl)c1)NCc1ccccc1
45. CN1CCN(Cc2c(C#N)c3ccccc3n2C)CC1
Compound	41	42	43	44	45
D1 PAM	6.4	5.8	-2.0	-3.1	-4.8
RXFP1 agonist	-1.5%	-1.5%	-1.7%	1.1%	2.2%
Apoferritin bind	-5.9%	-0.5%	-13.0%	-14.3%	-7.3%
D1 agonist	1.6	1.1	-0.8	0.1	4.3
RXFP1 antagonist	-3.9	2.2	-11.7	-7.5	-1.7
TRHR ag	-1.6	-0.1	-0.2	0.8	2.0
TRHR enhancer	-10.8	0.8	0.5	-1.3	1.8
D2 potentiator	11.0	1.6	-1.9	-16.0	-18.7
D1 antag	6.4	22.3	2.5	-25.9	-1.6

46. CC(=O)Nc1c2c(nn1-c1ccccc1)CS(=O)C2 (stereo unspecified)
47. CCn1c(=O)c(CCC(=O)NCCN2CCOCC2)c(C)c2c(C)nn(-c3cccc(C)c3)c21
48. O=C(N/N=C/c1c(Cl)[nH]c2ccccc12)c1ccc2c(c1)OCCO2
49. CC(=O)c1sc2nsc(SCCN3CCOCC3)c2c1N
Compound	46	47	48	49
D1 PAM	-0.5	0.6	-4.2	0.8
RXFP1 agonist	3.2%	-1.6%	-0.9%	4.0%
Apoferritin bind	-3.0%	-2.3%	3.1%	4.2%
D1 agonist	2.8	2.0	1.2	7.1
RXFP1 antagonist	-2.4	-6.8	-24.4	0.3
TRHR ag	0.2	-0.3	-1.7	-0.3
TRHR enhancer	-5.2	4.3	5.5	-13.3
D2 potentiator	-12.1	6.3	-8.7	-3.3
D1 antag	-8.5	15.8	-10.1	0.9
